T cell modulator – modulators of CD8 T cell-vesicle binding, primary screen, mouse 2C CD8+ T cells, flow cytometry | 2C CD8+ T cell-vesicle binding; hits give low values | calls only at 7 µM | actives 0.068% (n = 330,000);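 active = response, share of CD8 T cells binding vesicles, and their 90th percentile fluorescence all below set limits, cut at about 80% in these data, passing the limit was not always enough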
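Assay system – 2C mouse CD8+ T cells · Also added – QL9-loaded Drosophila micro-vesicles · Timing – Cell–vesicle co-incubation 1.5 h at 37 °C, staining 20 min on ice · Signal – flow cytometry of vesicle-bound cells · Measure – percent CD8+ FL2 mean versus row control · Controls – Peptide-free naked vesicles (low) and QL9 vesicles with 0.7% DMSO vehicle (high)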
Salmonella PhoP GFP – inhibitors of PhoP regulon expression, primary screen, Salmonella Typhimurium, GFP reporter (AID 1863); S. Typhimurium PhoP-regulated promoter GFP reporter, 4 h; higher % means a stronger effect; one-dose inhibition, % at 50 µM; IC50 in µM for titrated hits; actives 0.16% (n = 300,000);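 active = inhibition over 29.93%, a cutoff 3 SD above the screen mean, later confirmed by dose response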;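 also: 0% = low Mg2+ inducing control and 100% = high Mg2+ repressing control; strong numbers were not always called active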
Lipid droplet – inhibitors of hepatocyte lipid droplet formation, primary screen, imaging, high-throughput imaging, BODIPY stain; AML12 mouse hepatocytes, oleate lipid droplets; inhibition, % at 6.5 µM; actives 0.4% (n = 240,000); AID 1656, 2009;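 active = lipid droplet intensity inhibited by at least 50%, with more than 500 cells counted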
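Assay system: AML12 mouse liver cells | Compound dosing: One dose, 6.5 µM compound | Read-out basis: Droplet intensity reduction, % inhibition | Measured by: Fluorescence imaging, 20x objective, two fields per well | Schedule: Overnight treatment with compound plus oleate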
Lipid droplet cells 6.5 µM – recorded beside Lipid droplet, whose call it bears; cell count; measured here: cell count, cytotoxicity flag;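 cells counted across two imaged fields per well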
T cell modulator vesicle-bound % – recorded beside T cell modulator, whose call it bears; double positive events, %; measured here: CD8+ vesicle-bound cell fraction;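 binding gate set so that unloaded-vesicle control wells show 10% double positive cells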
* = called active by the depositor; i = inactive. This is a subset; the hit share may differ from the screen's.

SMILES	T cell modulator	T cell modulator vesicle-bound %	Salmonella PhoP GFP	Lipid droplet	Lipid droplet cells 6.5 µM
O=C(O)CCC(=O)Nc1ccc(OCC2CCCO2)cc1 (stereo not drawn)	i	56	2%	5	826
CCOC(=O)C1CCN(C(=O)CN2C(=O)COc3ccc(C(C)(C)C)cc32)CC1	i	16	-6%	-23	689
CC(=O)c1ccc(OCc2cc(C(=O)N3CCCCCCC3)no2)cc1	i	1	2%	4	679
COc1ccc(CNS(=O)(=O)c2ccc(NC(=O)N3CCCCC3)cc2)cc1	i	18	6%	1	821
CCCOc1cccc(C2C(C(=O)c3ccco3)=C(O)C(=O)N2c2nnc(C)s2)c1 (stereo not drawn)	i	33	1%	0	763
COc1cc(C)c(C(C)C)cc1S(=O)(=O)NC1CC(C)(C)NC(C)(C)C1	i	40	-4%	-24	751
O=C(CC(C(=O)O)c1ccc(Cl)cc1Cl)c1ccc(Cl)cc1 (stereo not drawn)	i	51	-4%	1	774
COc1ccc(CCNC(=O)C2CCN(S(=O)(=O)c3ccc(F)cc3)CC2)cc1	i	59	-7%	-2	850
Cc1nc2sc3c(=O)[nH]nnc3c2c(C)c1Br	i	51	-3%	2	700
COc1ccc(NC(=O)CCC(=O)Nc2nnc(C3CCCCC3)s2)c(OC)c1	i	41	4%	-2	662
CN1CCN(C(=O)/C(=C/c2cccnc2)NC(=O)c2cccc(Br)c2)CC1	i	27	9%	-5	833
CSc1ccc(CN(C)C(=O)C23CC4CC(CC(Cl)(C4)C2)C3)cc1	i	27	0%	12	756

As entered above:
Reading of COc1cc(C)c(C(C)C)cc1S(=O)(=O)NC1CC(C)(C)NC(C)(C)C1 under T cell modulator vesicle-bound %: 40
Reading of CCCOc1cccc(C2C(C(=O)c3ccco3)=C(O)C(=O)N2c2nnc(C)s2)c1 (stereo not drawn) under Salmonella PhoP GFP: 1%
Reading of CSc1ccc(CN(C)C(=O)C23CC4CC(CC(Cl)(C4)C2)C3)cc1 under T cell modulator vesicle-bound %: 27
Reading of Cc1nc2sc3c(=O)[nH]nnc3c2c(C)c1Br under Lipid droplet: 2

Next part
SMILES	T cell modulator	T cell modulator vesicle-bound %	Salmonella PhoP GFP	Lipid droplet	Lipid droplet cells 6.5 µM
COCCn1c(SCC(=O)Nc2ccccc2)nnc1-c1ccoc1C	i	50	-2%	1	841
CN1CCN(c2nc(-c3ccc(Cl)cc3)cc(=O)[nH]2)CC1	i	64	0%	-12	784
COc1ccc(OC)c(NS(=O)(=O)c2ccc(-c3coc(C)n3)cc2)c1	i	16	2%	-5	735
Cc1cc(C)cc(NC(=O)NC2CCCCCCC2)c1	i	9	-5%	-5	658
CN(C)C(CNc1ccc(S(C)(=O)=O)cc1[N+](=O)[O-])c1ccccc1 (stereo not drawn)	i	51	2%	-1	735
COc1ccc(-c2noc(CN(C)C(=O)c3ccc4c(c3)OCO4)n2)cc1	i	52	-3%	1	806
CCc1nc2ccc(C(=O)NC3CCC(C)CC3)cc2nc1CC (stereo not drawn)	i	49	-8%	-2	708
CN(CC(=O)Nc1ccc(N2CCOCC2)cc1)C(=O)c1cc(S(=O)(=O)N(C)C)ccc1Cl	i	4	-2%	2	837
O=C(CC1C(=O)NCCN1C/C=C/c1ccccc1)NCCc1cnccn1 (stereo not drawn)	i	65	-6%	10	688
CCOC(=O)N1CCC(NC(=O)c2ccc(CS(=O)c3cccc(C)c3)o2)CC1 (stereo not drawn)	i	9	6%	-1	668
CCc1nnc(NC(=O)c2ccc(S(=O)(=O)N3CCCC3)cc2)s1	i	34	6%	-8	802
O=C(CCNC(=O)C1CCN(S(=O)(=O)c2ccccc2)CC1)Nc1cccc(C(F)(F)F)c1	i	58	0%	13	665

Profiles, looked up by structure. Order of screens: T cell modulator | T cell modulator vesicle-bound % | Salmonella PhoP GFP | Lipid droplet | Lipid droplet cells 6.5 µM
COc1ccc(OC)c(NS(=O)(=O)c2ccc(-c3coc(C)n3)cc2)c1 is listed with i | 16 | 2% | -5 | 735
CCc1nc2ccc(C(=O)NC3CCC(C)CC3)cc2nc1CC (stereo not drawn) is listed with i | 49 | -8% | -2 | 708
COCCn1c(SCC(=O)Nc2ccccc2)nnc1-c1ccoc1C is listed with i | 50 | -2% | 1 | 841
COc1ccc(-c2noc(CN(C)C(=O)c3ccc4c(c3)OCO4)n2)cc1 is listed with i | 52 | -3% | 1 | 806
CCc1nnc(NC(=O)c2ccc(S(=O)(=O)N3CCCC3)cc2)s1 is listed with i | 34 | 6% | -8 | 802

Other results follow.
SMILES	T cell modulator	T cell modulator vesicle-bound %	Salmonella PhoP GFP	Lipid droplet	Lipid droplet cells 6.5 µM
CC12CCC(=O)N1C(C(=O)OCc1c(Cl)cccc1Cl)CS2 (stereo not drawn)	i	33	1%	-20	775
COCCOC(=O)c1[nH]c2c(c1C)C(=O)CC(c1cc(OC)c(OC)c(OC)c1)C2 (stereo not drawn)	i	18	-4%	-12	791
Cc1cc(OCC(=O)NCc2ccncc2)c2c(C)cc(=O)oc2c1	i	16	2%	-3	807
Cc1cc(OCC(=O)N2CCN(c3ccccc3)CC2)c2c(C)cc(=O)oc2c1	i	27	-8%	-17	728
COC(=O)c1cc(S(=O)(=O)NCC2CCN(CCc3ccc(OC)cc3)CC2)cn1C	i	11	5%	-1	718
COCCn1c(SCC(=O)NC(C)c2ccc(F)cc2)nc2ccccc21 (stereo not drawn)	i	10	4%	-37	741
O=C(O)C1(c2ccccc2)CCC(Nc2ccccc2)C1 (stereo not drawn)	i	47	-7%	10	842
COc1ccc(CNS(=O)(=O)c2ccc3c(c2)N(C)CCO3)cc1	i	49	6%	-2	729
Cc1ccc(OCC(=O)N/N=C/c2cccnc2)cc1C	i	29	1%	-8	809
CCc1nnc(NC(=O)CCC(=O)NC2CCCC2)s1	i	41	2%	-26	680
COc1ccc(N=C2C(=O)Nc3ccc(C)c(Br)c32)cc1	i	56	18%	8	844
Cc1nn(C(C)(C)C)c(OC(=O)CC(C)C)c1S(=O)(=O)c1ccccc1	i	29	5%	5	832
CCc1nonc1NC(=O)c1oc2ccc(F)cc2c1C	i	10	-7%	2	725
Cc1cccc(/C=N/NC(=O)c2cccc(NC(=O)c3ccccc3)c2)n1	i	52	10%	-5	856
CCOc1ccc(Cl)cc1S(=O)(=O)N1CCC(C(=O)NCc2ccncc2)CC1	i	29	-2%	-5	744
CCCc1nn2c(=O)cc(CSCC(=O)Nc3ccccc3)nc2s1	i	20	5%	-16	667
NC(=O)C1CCN(C(=O)Cc2ccc(-c3ccccc3)cc2)CC1	i	25	6%	-4	814
CC(C)(C)OC(=O)NCC1CCC(C(=O)NC[C@H](CC(=O)O)c2ccc(Cl)cc2)CC1 (stereo partly drawn)	i	47	5%	-11	707
Cc1onc(-c2ccccc2)c1C(=O)N1CCCCCC1	i	11	-4%	19	741
O=C(c1ccc(F)cc1)C1CCN(C(=O)c2ccc(F)cc2)CC1	i	65	-5%	3	793
Cc1nc2c3ccccc3nc(NNC(=O)CCC(=O)N3CCCC(C)C3)n2n1 (stereo not drawn)	i	2	2%	1	678
Cn1cc(/C=C(\NC(=O)c2ccccc2Cl)C(=O)NCCN2CCOCC2)c2ccccc21	i	10	2%	0	657
CCn1ccnc1CNC(=O)CC1C(=O)NCCN1CCCc1ccccc1 (stereo not drawn)	i	70	-5%	0	802
CCCc1c(C(=O)N/N=C/c2cccc(OCc3ccc(F)cc3)c2)nnn1-c1nonc1N	i	20	3%	0	721

Pulled one by one from the list above, 7 records:
SMILES	T cell modulator	T cell modulator vesicle-bound %	Salmonella PhoP GFP	Lipid droplet	Lipid droplet cells 6.5 µM
Cn1cc(/C=C(\NC(=O)c2ccccc2Cl)C(=O)NCCN2CCOCC2)c2ccccc21	i	10	2%	0	657
CCn1ccnc1CNC(=O)CC1C(=O)NCCN1CCCc1ccccc1 (stereo not drawn)	i	70	-5%	0	802
Cc1cccc(/C=N/NC(=O)c2cccc(NC(=O)c3ccccc3)c2)n1	i	52	10%	-5	856
Cc1nc2c3ccccc3nc(NNC(=O)CCC(=O)N3CCCC(C)C3)n2n1 (stereo not drawn)	i	2	2%	1	678
CCCc1nn2c(=O)cc(CSCC(=O)Nc3ccccc3)nc2s1	i	20	5%	-16	667
CCOc1ccc(Cl)cc1S(=O)(=O)N1CCC(C(=O)NCc2ccncc2)CC1	i	29	-2%	-5	744
O=C(c1ccc(F)cc1)C1CCN(C(=O)c2ccc(F)cc2)CC1	i	65	-5%	3	793

(continued)
SMILES	T cell modulator	T cell modulator vesicle-bound %	Salmonella PhoP GFP	Lipid droplet	Lipid droplet cells 6.5 µM
COc1ccc(NC(=O)C2CCN(C(=O)C3CC(=O)N(c4ccc(C)cc4)C3)CC2)c(OC)c1 (stereo not drawn)	i	24	3%	12	849
COc1cc(C(=O)N2CCN(C3CCCCC3)CC2)cc(OC)c1OC	i	40	-4%	13	806
O=C(CNC(=O)c1ccccc1F)NC1=NCCS1	i	72	-3%	-16	643
O=C(CN1C(=O)C2C3C=CC(C3)C2C1=O)OCC(=O)c1ccc([N+](=O)[O-])cc1 (stereo not drawn)	i	3	-3%	17	849
COc1ccc(CN2C(=O)c3ccccc3C2=O)cc1	i	61	4%	-14	799
O=C(NC1CC2CCCC(C1)N2Cc1ccccc1)c1cccc(F)c1 (stereo not drawn)	i	54	4%	-4	845
Cc1ccc(NC(=O)c2ccccc2SCC(=O)N2CCCC2)cc1S(=O)(=O)N(C)C	i	16	-2%	1	836
Cc1cc(=O)[nH]c2ccc(S(=O)(=O)NCc3ccccc3)cc12	i	4	1%	-8	862
CC#CC(=O)N1CCC(n2nccc2NC(=O)c2ccc3c(c2)OCO3)CC1	i	66	5%	0	851
Cc1ccccc1-c1nc2cc(Cl)ccc2c(=O)o1	i	24	-5%	-1	856
COc1ccc(-c2cc(C(=O)N3CCN(c4ccccc4OC)CC3)no2)cc1	i	22	1%	-1	717
CCC1CCCCN1CCCNC(=O)c1ccc(CS(=O)(=O)Cc2ccc(Cl)cc2)o1 (stereo not drawn)	i	28	-5%	-2	706
O=C(Cn1c(=O)[nH]c2sc3c(c2c1=O)CCCC3)NCC1CCCO1 (stereo not drawn)	i	11	-5%	-10	780
Cc1cccc(C(=O)Nc2ccc(S(=O)(=O)Nc3nc(C)cc(C)n3)cc2)c1	i	64	-6%	6	844
COc1ccc(CNC(=O)Cc2ccc(-c3ccccc3)cc2)cc1OC	i	28	3%	12	777
CC(=O)Nc1ccc(NC(=O)CSc2nnc(NC(=O)C3CC3)s2)cc1	i	26	5%	-2	796
COc1ccc(C)cc1NC(=O)C1CCN(S(=O)(=O)c2ccc3c(c2)NC(=O)CO3)CC1	i	36	-9%	-13	706
CCn1c(=O)n(CC)c2cc(N3CCCC3)c(NC(=O)c3ccc(OC)c(Br)c3)cc21	i	52	-11%	11	656
Cc1ccccc1NC(=O)c1ccco1	i	57	-5%	0	785
O=C(N/N=C/c1cc(Br)c(O)c(Br)c1O)c1ccc2c(c1)OCCO2	i	39	-3%	14	808
O=C(Nc1ccc2ccccc2n1)Nc1ccccc1F	i	13	15%	5	839
Cc1ccc(S(=O)(=O)N(C)c2ccc(C(=O)NCCc3ccccc3)cc2)cc1	i	47	-1%	-11	772
O=C(NNC(=O)c1ccc(F)cc1)c1ccncc1	i	43	-9%	3	760
CC[C@@]12C(=O)N(c3ccc(OC)cc3)C(=O)N1[C@H](c1ccc(Cl)cc1)[C@@H]1C(=O)N(C3CCCCC3)C(=O)[C@@H]12	i	30	-6%	-2	822
Cc1ccc([N+](=O)[O-])cc1N=C1C(=O)Nc2ccccc21	i	20	7%	1	801
COc1ccc(Nc2nc(-c3ccccc3O)nc3ccccc23)cc1	i	47	-10%	2	807
O=C(NC1CCCC1)C(c1ccncc1)N(C(=O)Cc1cccs1)c1cccc(F)c1 (stereo not drawn)	i	37	5%	10	794
CCOC(=O)C1(CCOc2ccccc2)CCN(CC=C(C)C)CC1	i	47	-3%	-1	800
CCCN1CCN(C(=O)c2ccc(CS(=O)c3ccc(F)cc3)o2)CC1 (stereo not drawn)	i	6	-7%	2	744
Cc1c(NC(=O)c2cc(-c3ccc(Br)cc3)on2)c(=O)n(-c2ccccc2)n1C	i	52	4%	3	770
COc1cc(/C=C2\SC(N)=NC2=O)cc(Cl)c1O	i	49	7%	-6	761
CN(C)Cc1c(O)ccc2c(=O)c(-c3ccccc3Cl)c(C(F)(F)F)oc12	i	69	-4%	4	846
O=C(NC1CCCC1)C(c1cccnc1)N(C(=O)c1csnn1)c1ccc(F)cc1 (stereo not drawn)	i	26	2%	-8	815
O=C(Cc1ccc(Br)cc1)N1CCN(C(=O)c2ccco2)CC1	i	28	9%	2	789
CC1CCN(C(=O)c2ccc(S(=O)(=O)NCc3ccco3)cc2)CC1	i	47	-12%	-1	606
C=CCc1cccc(CNc2nc3ccccc3n2C)c1O	i	58	-1%	-2	864

From PubChem BioAssay
